Screening data from PubChem.
Shiga toxin inh: blocks Shiga toxin action in Vero cells; Vero cells, Shiga toxin protein synthesis inhibition reporter; inhibition, % at 38.7 µM; 9.2% of 290,000 active; in the data active means inhibition mostly above about 28%, no sharp cut-off; inactive means mostly below about 43%; further: 0% is about no effect
Pf growth 48h: P. falciparum growth inhibition at 48 hours (one generation); Potency, µM (top dose mostly 28.7 µM), without a hit: at the highest dose activity change, negative = inhibition, hits mostly inhibitors; 5.9% of 310,000 active; P. falciparum luciferase growth in erythrocytes, 48 h; further: potency means the concentration at half of the fitted maximal effect; on the % scale 0 is the no-effect control and ±100 the full control effect
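A one-generation exposure of luciferase-tagged malaria parasites in RPMI 1640/Albumax erythrocyte culture, 37 C and 5% CO2. Inhibition is inferred from decreased luminescence after adding detection reagent.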
Pf growth 96h: P. falciparum growth inhibition at 96 hour, primary screen for plastid delayed-death inhibitors; P. falciparum luciferase reporter growth, 96 h; Potency, µM (highest dose often 28.7 µM), inactives show top-dose activity change, negative = inhibition, most hits filed as inhibitors; 6.9% of 320,000 active; AID 504834; further: potency means the concentration at half of the fitted maximal effect; on the % scale 0 is the no-effect control and ±100 the full control effect
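Compounds incubated with erythrocytes infected by luciferase-expressing P. falciparum (2% hematocrit, 0.05% parasitemia final) for 96 hours, 37 C in 5% CO2. Growth inhibition scored as decreased luciferase luminescence.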
Tb PYK inh: T. brucei pyruvate kinase inhibition. Potency, µM (series often up to 76.8 µM), for the others: top-dose activity, negative = inhibition, usual class: inhibitors. 0.12% of 410,000 active. Q57TT1. AID 624173. TbPYK enzyme, Kinase-Glo Plus ATP luminescence, 45 min; further: potency means the concentration at half of the fitted maximal effect; on the % scale 0 is the no-effect control and ±100 the full control effect; nearly all actives have a fitted effect of over 50% in size
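Enzyme and substrate buffer are dispensed first and compound is pin-transferred. ADP at 130 uM final then starts the reaction, which runs 45 min at room temperature. Detection reagent is added for 10 min before luminescence is imaged.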
AMA1-RON2 inh: inhibitors of Plasmodium falciparum AMA1-RON2 interaction; AlphaScreen AMA1-biotinylated RON2 peptide binding; Potency, µM (highest dose often 58.2 µM), without a hit: at the highest dose activity change, negative = inhibition, usual class: inhibitors; 0.2% of 360,000 active; AID 720542;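 further: potency means the concentration at half of the fitted maximal effect; 0% = vehicle wells and -100% = peptide control; nearly all actives have a fitted effect of over 45% in size; some results filed as inactive show a strong effect at the top dose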
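AMA1 (3D7) with his tag at 25 nM final met compounds first, then biotinylated RON2 peptide at 25 nM; detection used donor plus acceptor beads, 10 µg/mL apiece, read by AlphaScreen after 30 min at room temperature.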
LmPK inh: blocks Leishmania mexicana pyruvate kinase activity | Q27686 | purified LmPK, Kinase-Glo ATP luminescence, 1 h | Potency, µM (series often up to 57.5 µM), for inactives: at the top dose activity change, negative = inhibition, actives largely listed as inhibitors | 0.37% of 290,000 active | AID 1721; further: potency means the concentration at half of the fitted maximal effect; on the % scale 0 is the no-effect control and ±100 the full control effect
Target sequence (Q27686 whole entry, looked up): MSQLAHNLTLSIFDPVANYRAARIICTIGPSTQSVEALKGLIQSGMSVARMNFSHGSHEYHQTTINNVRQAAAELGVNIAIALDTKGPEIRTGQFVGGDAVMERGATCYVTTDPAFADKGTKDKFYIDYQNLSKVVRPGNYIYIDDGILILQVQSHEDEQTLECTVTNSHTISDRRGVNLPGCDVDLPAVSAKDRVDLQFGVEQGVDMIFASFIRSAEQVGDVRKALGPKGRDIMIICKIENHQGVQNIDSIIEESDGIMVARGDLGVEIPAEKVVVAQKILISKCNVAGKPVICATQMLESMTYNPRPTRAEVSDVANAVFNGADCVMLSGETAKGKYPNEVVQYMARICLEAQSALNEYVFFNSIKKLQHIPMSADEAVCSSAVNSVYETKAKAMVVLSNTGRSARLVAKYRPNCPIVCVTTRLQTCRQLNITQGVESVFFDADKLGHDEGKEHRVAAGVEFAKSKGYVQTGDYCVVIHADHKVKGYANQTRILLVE
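Pyruvate kinase activity monitored as ATP production (luciferase luminescence). Conditions: 0.1 nM enzyme, 0.5 mM PEP, 0.1 mM ADP, 1 h, RT; normalized against uninhibited and no-enzyme wells.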
Cycloheximide cs: counter-screen for Shiga toxin inhibitors: cycloheximide protein synthesis inhibition. max response, %. 12% of 300,000 active. cell reporter, cycloheximide protein synthesis inhibition counterscreen. AID 2314; in the data active means max response mostly above about 13%, no sharp cut-off; inactive means mostly below about 14%; further: read at 38.3 µM for the half of the compounds with a filed dose; 0% is about no effect
An asterisk follows results filed as active; u = inconclusive; x = no result given; & = joins results of further samples; [ ] = remark or other dose. Unless noted, the call rests on the fitted dose curve; in most records, active means well fitted curve in the direction sought with a large enough effect; inconclusive means small, poorly fitted or top-dose-only effect, or another doubt; inactive means no such curve, though single readings can be large; an effect the other way counts as inactive or inconclusive.

mol	Shiga toxin inh	Pf growth 48h	Pf growth 96h	Tb PYK inh	AMA1-RON2 inh	LmPK inh	Cycloheximide cs
COc1ccc(N2Cc3ccccc3C2=NC(=O)c2cccc([N+](=O)[O-])c2)cc1	10	165%[activator]	23%	-10%	-13%	-11%	10
O=C(COC(=O)/C=C/c1ccc2c(c1)OCO2)NC1CC1	32	25%	49%[activator]	3%	2%	-1%	8
COc1ccc(N(CC(=O)Nc2ccccc2C(=O)O)S(=O)(=O)c2ccc(C)c([N+](=O)[O-])c2)cc1	-7	-15%	8%	-1%	-8%	2%	-2
CC(Sc1ccccn1)C(=O)Nc1ccccc1 (centres undefined)	76*	60%[activator]	u	-11%	-6%	5%	40*
CCC1=NN(S(=O)(=O)c2ccc(C)cc2)C(O)(C(F)(F)F)C1 (centres undefined)	14	-13%	4%	-10%	-15%	0%	-3
O=C(/C=C/c1ccccc1Cl)NCCc1ccc(F)cc1	93*	4.7µM*	u	-2%	-8%	3%	24*
Cc1cc2oc(C(=O)N3CCN(CCc4ccccn4)CC3)c(C)c2cc1C	-7	7%	3%	-2%	-5%	0%	-2
COc1ccc(/C(C)=N/NC(=O)c2nnn(-c3nonc3N)c2-c2cccs2)cc1	-10	0%	-18%	3%	19%	0%	1
O=C(O)COc1ccc(Br)cc1/C=N\Nc1ccccn1	-9	-5%	u	2%	28%	-2%	8
O=c1cc(CSc2ccc(Cl)cc2)nc(-c2ccccc2)[nH]1	-6	-10%	-3%	-6%	1%	-2%	13
CC(=O)c1ccc(NS(=O)(=O)c2ccc(N)cc2)cc1	50*	37%[activator]	19%	3%	-25%	1%	28*
O=C(Nc1nnc(C2CC2)s1)c1cc(S(=O)(=O)N2CCCCC2)ccc1N1CCOCC1	-3	-19%	-12%	-4%	-6%	2%	-1
CC1CN(Cc2c(O)ccc3c(=O)c(-c4ccccc4)coc23)CC(C)O1 (centres undefined)	-1	23%	39%[activator]	-4%	-6%	-6%	-6
CCn1c(SCc2nnc(-c3ccccc3)o2)nnc1-c1ccc(S(=O)(=O)N2CCCC2)cc1	21	u	u	-3%	-9%	-2%	-4
FC(F)(F)c1ccc(Oc2ccc(Cl)cc2Br)nc1	16	7%[5.75 µM]	25%	-11%	44%[activator]	-2%	3

mol	Shiga toxin inh	Pf growth 48h	Pf growth 96h	Tb PYK inh	AMA1-RON2 inh	LmPK inh	Cycloheximide cs
CC(=O)NCCn1ccc2ccccc21	-5	-4%	u	-8%	3%	3%	-2
COc1ccc(-c2nc(-c3ccccc3)c(-c3cc([N+](=O)[O-])ccc3C)[nH]2)cc1O	19	5.2µM*	u	-4%	-20%	2%	-6
O=C(Nc1ccccc1C(=O)NCc1cccnc1)c1ccc(Cl)cc1Cl	11	u	-10%	10%	35%[activator]	0%	1
C=CCNC(=S)Nc1ccc(C)c(S(=O)(=O)N2CCCCC2)c1	-4	6%	39%[activator]	-3%	0%	1%	9
CC1=C(C(=O)N2CCCCC2)C2(CCC(C)CC2)OC1=O (centres undefined)	10	17%	u	-12%	-4%	1%	-3
COCC(C)NC(=O)Cc1ccc(F)cc1 (centres undefined)	8	-15%	9.3µM*	-2%	-3%	-2%	-4
CN(C)CCCNC(=O)CCc1ncc(C(F)(F)F)cc1Cl	-14	27%	-18%	-3%	-3%	-2%	3
O=C(Nc1nnc(-c2ccc(F)cc2)o1)c1ccc(S(=O)(=O)N2CCOCC2)cc1	-4	u	3.3µM*	0%	47%[activator]	4%	-3
Cc1ccc(S(=O)(=O)n2c([N+](=O)[O-])cnc2C)cc1C	-13	30%	26%	5%	-15%	-4%	0
CCN(CC(=O)NCc1ccc(F)cc1)C(=O)Cc1c(F)cccc1Cl	-7	5%	47%[activator]	-4%	-2%	-4%	-3
COc1ccc(NC(=O)C(C)N(C)Cc2ccc3ccccc3c2)cc1 (centres undefined)	17	u	5%	0%	u	-3%	0
CCOc1ccc2nc(NC(=O)COC)sc2c1	114	180%[activator]	29%	0%	5%	0%	34*
CC(C)c1c(C(=O)N/N=C/c2ccccc2C(=O)O)nnn1-c1nonc1N	1	31%[activator]	100%[activator]	1%	15%	-2%	23
CC(=O)Nc1ccc(Nc2nc(C(F)(F)F)nc3c2nnn3Cc2ccccc2Cl)cc1	-9	0%	u	2%	-2%	6%	2
COc1ccc(Cn2c(-c3ccccc3)nc3c(c(=O)c4ccccc4n3C)c2=O)cc1	-3	-15%	12µM*	2%	9%	-1%	-3

mol	Shiga toxin inh	Pf growth 48h	Pf growth 96h	Tb PYK inh	AMA1-RON2 inh	LmPK inh	Cycloheximide cs
CCCC(=O)N1CCN(c2ccc(NC(=O)c3ccc(Br)o3)cc2)CC1	18	-30%	x	-2%	1%	-8%	5
CCN1/C(=C/c2ccc3cc(C)cc(C)c3[n+]2CC)Sc2cc(C)ccc21	-16	12µM*	2%	-16%	u	-10%	3
CCn1c(SCC(=O)Nc2cc(C)on2)nc2sc(C)c(C)c2c1=O	-17	11%	12µM*	x	x	3%	-4
c1ccc2c(c1)NCC1CCCN21 (centres undefined)	16	u	23%	-25%	-27%	2%	12
CCOC(=O)Cc1csc(Nc2c(C)n(C)n(-c3ccccc3)c2=O)n1	21	0%	-11%	4%	-3%	3%	1
O=C(/C=C/c1cccc([N+](=O)[O-])c1)Nc1ccc(Cl)cn1	78	-69%	95%[activator]	0%	2%	1%	8
COc1cc(C(=O)Nc2ccccc2N2CCOCC2)ccc1OCC(=O)N1CCOCC1	x	-12%	-27%	-2%	8%	x	x
O=C(C1CCCO1)N1CCN(C(=S)Nc2ccc(F)c(Cl)c2)CC1 (centres undefined)	-21	-2%	28%	2%	19%	1%	-3
Cc1ccc(Nc2cc(C)nc3c(C)cccc23)cc1	-4	u	u	5%	0%	2%	7
CCOC(=O)N1CCN(Cc2ccc(F)cc2F)CC1	-10	54%[activator]	u	2%	-11%	-5%	-1
CCN1C(=O)C(CC(=O)NC)N(NC(=O)c2ccccc2)C1=S (centres undefined)	10	0%	-5%	3%	41%[activator]	0%	-6
COCc1nnc(NC(=O)c2ccc3c(c2)OCO3)s1	59*	194%[activator]	0%	-4%	0%	-14%	45*
Cc1ccc(-n2c(SCC(N)=O)nnc2-c2cnccn2)cc1	13	17%	6%	0%	1%	1%	1
COc1cccc(CNC(=O)CCNC(=O)c2ccco2)c1	x	1%	6%	-1%	1%	x	x
CNC(=O)CCc1ccc(OC)cc1	-3	4%	17%	-1%	-10%	1%	-3

mol	Shiga toxin inh	Pf growth 48h	Pf growth 96h	Tb PYK inh	AMA1-RON2 inh	LmPK inh	Cycloheximide cs
O=C1c2ccccc2C(=O)N1CCCC(=O)N1CCc2ccccc21	-4	x	40%[activator]	3%	u	7%	10
CCOC(=O)N1CCN(c2nc3c(c(=O)[nH]c(=O)n3C)n2Cc2ccccc2Cl)CC1	0	u	u	x	x	-7%	1
CC(=O)Nc1ccc(S(=O)(=O)NNC(=O)c2cccc(Br)c2)cc1	-5	-6%	46%[activator]	-8%	-3%	1%	-2
CCOc1ccc(/C(C)=N/NC(=O)Cn2nc([N+](=O)[O-])cc2C)cc1	-1	9%	-1%	2%	-9%	1%	-2
O=C(COc1ccc(Cl)cc1Cl)N1CCCN(C(=O)COc2ccc(Cl)cc2Cl)CC1	-15	x	u	-5%	-10%	1%	-5
Cc1[nH]c2ccccc2c1C(=O)CN1CCC(C)CC1	-10	-1%	-35%	3%	u	0%	-4
CC1(C)O[C@@H]2CC3C4C[C@H](F)C5=CC(=O)C=CC5(C)C4C(O)CC3(C)[C@]2(C(=O)CO)O1 (some centres undefined)	x	-21%	u	5%	-1%	x	x
O=C(c1cc(-c2cccc(Cl)c2)on1)N1CCN(c2ccccc2)CC1	24	36%[activator]	16%	0%&-3%	0%	-13%	15
Cc1ccc2c(NC(=O)c3ccco3)cccc2n1	-5	46%[activator]	74%[activator]	3%	3%	-1%	4
Cc1oc(-c2ccccc2Cl)nc1CSCC(=O)O	6	x	-80%	0%	1%	11%	-2
O=C(COC(=O)CNC(=O)c1ccc(Cl)cc1)NC1CCCCCC1	x	1%	21%	-1%	0%	x	x
COc1cc(-c2cc(-c3ccc(N)cc3)[nH]c(=O)c2C#N)cc(OC)c1OC	-7	u	u	-6%	-7%	2%	1
O=C(Cn1c2[n+](c3ccc(C(F)(F)F)cc31)CCCCC2)c1ccc2c(c1)OCCO2	-10	u	u	0%	1%	-1%	5
N#CCCN1CCN(S(=O)(=O)c2ccc3c(c2)OCCCO3)CC1	-3	x	u	-3%	3%	2%	-1
CCNC(=O)NC(=O)C(C)Sc1nc2ccccc2c(=O)n1-c1cccnc1 (centres undefined)	-2	1µM*	0.93µM*	-8%	5%	-1%	-3
O=C(COC(=O)C1CC1)Nc1ccc(N=Nc2ccccc2)cc1	79*	242%[activator]	355%[activator]	-7%	-12%	2%	66*
CC(C)c1cccc(C(C)C)c1NC(=O)CN1C(=O)NC2(CCCC2)C1=O	-3	19%	-2%	1%	-8%	5%	-7

Among those listed so far, 10 contain an aryl methoxy group:
mol	Shiga toxin inh	Pf growth 48h	Pf growth 96h	Tb PYK inh	AMA1-RON2 inh	LmPK inh	Cycloheximide cs
COc1ccc(N2Cc3ccccc3C2=NC(=O)c2cccc([N+](=O)[O-])c2)cc1	10	165%[activator]	23%	-10%	-13%	-11%	10
COc1ccc(N(CC(=O)Nc2ccccc2C(=O)O)S(=O)(=O)c2ccc(C)c([N+](=O)[O-])c2)cc1	-7	-15%	8%	-1%	-8%	2%	-2
COc1ccc(/C(C)=N/NC(=O)c2nnn(-c3nonc3N)c2-c2cccs2)cc1	-10	0%	-18%	3%	19%	0%	1
COc1ccc(-c2nc(-c3ccccc3)c(-c3cc([N+](=O)[O-])ccc3C)[nH]2)cc1O	19	5.2µM*	u	-4%	-20%	2%	-6
COc1ccc(NC(=O)C(C)N(C)Cc2ccc3ccccc3c2)cc1 (centres undefined)	17	u	5%	0%	u	-3%	0
COc1ccc(Cn2c(-c3ccccc3)nc3c(c(=O)c4ccccc4n3C)c2=O)cc1	-3	-15%	12µM*	2%	9%	-1%	-3
COc1cc(C(=O)Nc2ccccc2N2CCOCC2)ccc1OCC(=O)N1CCOCC1	x	-12%	-27%	-2%	8%	x	x
COc1cccc(CNC(=O)CCNC(=O)c2ccco2)c1	x	1%	6%	-1%	1%	x	x
CNC(=O)CCc1ccc(OC)cc1	-3	4%	17%	-1%	-10%	1%	-3
COc1cc(-c2cc(-c3ccc(N)cc3)[nH]c(=O)c2C#N)cc(OC)c1OC	-7	u	u	-6%	-7%	2%	1
